PI5P4Ka inh: qHTS for Inhibitors of phosphatidylinositol 5-phosphate 4-kinase (PI5P4K). actives 1.2% (n = 330,000). PI5P4Kalpha enzyme, ADP-Glo luminescence, 60 min; stronger effect = lower value. max response, %. AID 652105, 2013. Phosphatidylinositol 5-phosphate 4-kinase type-2 alpha (Homo sapiens), P48426; active = max response of -50% or lower; inconclusive = between -30% and -50%; inactive = -30% or higher; note: value at the top dose of about 77 µM; % is set by controls: 0 for no effect and ±100 for the full control effect
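qHTS, 1536-well: enzyme/substrate mix, compound by pin tool, 5 microM ATP final; RT 60 min; ADP-Glo reagents 1 (45 min) then 2 (30 min); luminescence.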
IL2 activator: qHTS of IL-2 Activators; AID 652025, 2013; activation, % (series mostly up to about 46 µM); actives 0.065% (n = 360,000); IL-2 activation reporter assay, cell-based qHTS; stimulated with anti-CD3/CD4/CD28 beads; in transgenic mouse T cells; in the data active = activation above about 50%; inconclusive = mostly about 30% to 49%; note: 0% is about no effect
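Readout: EGFP and DsRed signals by fluorescent plate cytometry. Unstimulated transgenic mouse T cells received compound 60 min before antibody-bead stimulation, then incubated 18 h at 37 degrees C.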
GLP-1R agonist: qHTS of GLP-1 Receptor Agonists; HEK293 GLP-1R CRE-luciferase, luminescence, 4-6 h; cells express a hypersensitive GLP-1R form; actives 0.007% (n = 380,000); Potency, µM (doses to about 45.6 µM), without a hit: at the highest dose activation, actives largely listed as activators; note: potency is the fitted concentration of half-maximal effect; % of control where 0% means no effect
EPAC1 agonist: qHTS for Agonist of cAMP-regulated guanine nucleotide exchange factor 3 (EPAC1): primary screen. AID 720707, 2013. Rap guanine nucleotide exchange factor 3 (Homo sapiens), O95398. actives 0.073% (n = 360,000). Potency, µM (series often up to 154 µM), without a hit: top-dose activation, hits mostly activators. EPAC1 agonist qHTS, biochemical assay; response scale: 100% = response to 6.5 mM cAMP; note: potency is the fitted concentration of half-maximal effect; nearly all actives have a fitted effect of over 60% in size
Target sequence (O95398 whole entry, looked up): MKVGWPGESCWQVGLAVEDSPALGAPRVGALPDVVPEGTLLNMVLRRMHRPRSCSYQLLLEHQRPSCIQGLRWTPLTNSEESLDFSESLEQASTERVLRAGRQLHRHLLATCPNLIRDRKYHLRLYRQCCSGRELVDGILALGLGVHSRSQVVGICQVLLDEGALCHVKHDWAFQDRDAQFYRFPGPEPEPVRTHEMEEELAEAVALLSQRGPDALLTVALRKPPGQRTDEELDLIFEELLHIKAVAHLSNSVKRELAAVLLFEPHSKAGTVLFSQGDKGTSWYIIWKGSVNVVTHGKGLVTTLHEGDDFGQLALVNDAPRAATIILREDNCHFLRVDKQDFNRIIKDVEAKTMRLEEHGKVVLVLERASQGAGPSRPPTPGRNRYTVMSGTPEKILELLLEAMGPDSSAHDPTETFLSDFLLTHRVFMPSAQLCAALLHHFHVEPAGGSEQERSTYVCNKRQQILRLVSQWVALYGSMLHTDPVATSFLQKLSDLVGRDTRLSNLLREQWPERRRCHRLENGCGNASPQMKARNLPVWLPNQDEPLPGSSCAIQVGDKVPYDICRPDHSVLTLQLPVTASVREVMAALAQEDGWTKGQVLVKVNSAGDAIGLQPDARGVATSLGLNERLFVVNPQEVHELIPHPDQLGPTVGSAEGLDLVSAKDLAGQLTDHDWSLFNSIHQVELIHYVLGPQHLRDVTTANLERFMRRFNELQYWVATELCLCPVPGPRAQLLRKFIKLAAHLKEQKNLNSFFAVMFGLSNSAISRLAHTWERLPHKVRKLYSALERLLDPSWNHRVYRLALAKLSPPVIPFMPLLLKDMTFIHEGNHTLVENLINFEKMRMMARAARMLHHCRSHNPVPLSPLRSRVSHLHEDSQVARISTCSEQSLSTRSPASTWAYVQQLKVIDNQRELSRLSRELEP
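Multi-concentration qHTS readout: loss of Rap1B-bound BODIPY-GDP fluorescence driven by 100 nM EPAC1 with excess GDP (50 uM), monitored kinetically at room temperature; agonist response expressed relative to 6.5 mM cAMP.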
EPAC1 antagonist: qHTS for Antagonist of cAMP-regulated guanine nucleotide exchange factor 3 (EPAC1): primary screen. actives 0.14% (n = 360,000). EPAC1 GEF assay, Rap1b-BODIPY-GDP exchange fluorescence. Rap guanine nucleotide exchange factor 3 (Homo sapiens), O95398. Potency, µM (top dose mostly 115 µM), without a hit: top-dose activity change, negative = inhibition, hits mostly inhibitors;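 note: potency is the fitted concentration of half-maximal effect; plate controls were vehicle for no effect and positive control for full effect; nearly all actives have a fitted effect of over 50% in size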
PTHR1 agonist: qHTS for PTHR1 Agonists: Primary Screen; Potency, µM (titrated, usually from 115 µM), without a hit: at the highest dose activation, usual class: activators; HEK293 GP2 PTHR1 cells, GloSensor cAMP luminescence, 1 h; actives 0.075% (n = 410,000); note: potency is the fitted concentration of half-maximal effect; nearly all actives have a fitted effect of over 55% in size; some results filed as inactive show a strong effect at the top dose; inactives centre near -15; many of its hits are not listed in these tables
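HEK-293-derived GP2 cells expressing PTHR1 and a GloSensor cAMP reporter, 3,000/well, plated overnight, given luciferin plus IBMX (each 0.5 mM as added) for 1 h at 37 °C, then compound for 1 h at 37 °C. Luminescence was read after 15 min at room temperature.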
GLP1R inv ag: qHTS of GLP-1 Receptor Inverse Agonists (Inhibition Mode); Glucagon-like peptide 1 receptor (Homo sapiens), P43220; actives 1.6% (n = 410,000); Potency, µM (top dose mostly 38.3 µM), for inactives: top-dose activity change, negative = inhibition, actives largely listed as inhibitors; AID 624417, 2012; HEK293 GLP-1R CRE-luciferase, luminescence, 24 h; GLP-1R form is constitutively active; note: potency is the fitted concentration of half-maximal effect; % is set by controls: 0 for no effect and ±100 for the full control effect; nearly all actives have a fitted effect of over 55% in size
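Constitutively active GLP-1R drives a cAMP-responsive luciferase in stably transfected HEK293 cells; test compounds are added after overnight (12 h) attachment and left 24 hr, and signal loss in luminescence marks inhibition.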
HEK293 tox: qHTS of GLP-1 Receptor Inverse Agonists: Cytotox Screen; Potency, µM (highest dose often 38.3 µM), inactives show at the highest dose activity change, negative = inhibition, most hits filed as inhibitors; AID 624418, 2012; actives 0.13% (n = 410,000); HEK293 cAMP-luciferase reporter cells, luminescence, 24 h;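 note: loss of luciferase light is scored as toxicity; potency is the fitted concentration of half-maximal effect; % is set by controls: 0 for no effect and ±100 for the full control effect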
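1536-well qHTS counterscreen of the MLSMR; 200 cells/uL, 12 h pre-incubation, 23 nL cpd, 24 h at 37 deg C 5% CO2, luciferase detection reagent, 12 min RT, luminescence. Inhibition = undesired.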
PLK1 PBD block: qHTS for Inhibitors of PLK1-PDB (polo-like kinase 1 - polo-box domain): Primary Screen; Plk1 PBD binding of FITC phosphopeptide, fluorescence polarization; Potency, µM, without a hit: max response, negative = inhibition, usual class: inhibitors; actives 2.8% (n = 360,000); AID 720504, 2013; note: potency is the fitted concentration of half-maximal effect; series mostly up to about 57 µM; % is set by controls: 0 for no effect and ±100 for the full control effect; nearly all actives have a fitted effect of over 65% in size
* marks the source's active call; other numbers are inactive results; i = inactive; ? = inconclusive; / = no result given; [ ] = another dose, or the depositor's remark. Unless noted, calls come from the whole dose curve; as a rule, active = well fitted curve in the direction sought with a large enough effect; inconclusive = small, poorly fitted or top-dose-only effect, or another doubt; inactive = no such curve, though single readings can be large; an effect the other way counts as inactive or inconclusive. These rows are one share of the data; rates above refer to the full screens.

SMILES	PI5P4Ka inh	IL2 activator	GLP-1R agonist	EPAC1 agonist	EPAC1 antagonist	PTHR1 agonist	GLP1R inv ag	HEK293 tox	PLK1 PBD block
COc1ccccc1N1CCN(C(=O)CSc2ccc3c(C)cc(C)nc3n2)CC1	-4	-2.3	2%	6%	-1%	-24%[57.5 µM]	-20%	6%	-8%
COc1ccc(NC(=O)CCCCCN2C(=O)[C@@H]3Cc4ccccc4CN3C2=O)cc1Cl	0	-2.5	-5%	-13%	14%	-38%[inhibitor]	1%	-9%	-1%
O=S(=O)(c1ccccc1)N1CCN(c2ccnc3cc(Cl)ccc23)CC1	3	-0.7	11%	9%	-19%	-55%[inhibitor]	?	9%	-7%
O=C(O)CNC(=O)/C(=C\c1cccc([N+](=O)[O-])c1)NC(=O)c1ccco1	1	3.8	-5%	0%	0%	i	17%	5%	-7%
Cc1ccc(C=Nc2ccccc2C(N)=O)s1	-5	-0.4	10%	2%	-6%	i	13%	?	-1%
CC(C)C(=O)COc1c2occc2cc2ccc(=O)oc12	1	-0.4	?	2%	-12%	i	10%	-14%	-5%
CN(c1ccccc1)c1cc(=O)[nH]c(=O)[nH]1	-2	4.2	1%	10%	-21%	-11%	10%	4%	-7%
CC(C)CNC(=O)c1ccccc1NC(=O)CN(c1ccccc1)S(=O)(=O)N(C)C	0	0.9	17%	-7%	0%	i	10%	10%	-16%
Cc1cc(Cl)nc(SCC(=O)c2ccccc2)n1	0	1.8	21%	1%	2%	i	14%	-5%	1%
Cc1[nH]c(=O)c(Cc2ccccc2)c(O)c1C#N	-15	-1.3	-1%	8%	-3%	-7%	2%	11%	3%
CCOc1ccc(CNS(=O)(=O)c2ccc3c(c2)CC(=O)N3C)cc1	-3	0.3	-6%	-1%	0%	0%	2%	7%	-3%
COC(=O)C1CCN(CC(=O)Nc2ccc3c(c2)OCCO3)CC1	0	-0.2	8%	4%	-1%	3%	11%	3%	-5%

Next part, overlapping the part above by 5 compounds.
SMILES	PI5P4Ka inh	IL2 activator	GLP-1R agonist	EPAC1 agonist	EPAC1 antagonist	PTHR1 agonist	GLP1R inv ag	HEK293 tox	PLK1 PBD block
CC(C)CNC(=O)c1ccccc1NC(=O)CN(c1ccccc1)S(=O)(=O)N(C)C	0	0.9	17%	-7%	0%	i	10%	10%	-16%
Cc1cc(Cl)nc(SCC(=O)c2ccccc2)n1	0	1.8	21%	1%	2%	i	14%	-5%	1%
Cc1[nH]c(=O)c(Cc2ccccc2)c(O)c1C#N	-15	-1.3	-1%	8%	-3%	-7%	2%	11%	3%
CCOc1ccc(CNS(=O)(=O)c2ccc3c(c2)CC(=O)N3C)cc1	-3	0.3	-6%	-1%	0%	0%	2%	7%	-3%
COC(=O)C1CCN(CC(=O)Nc2ccc3c(c2)OCCO3)CC1	0	-0.2	8%	4%	-1%	3%	11%	3%	-5%
C=CCc1ccccc1OCCn1nnc2ccccc21	2	-2.4	-2%	-8%	-10%	-55%[inhibitor]	-16%	16%	3%
N/C(=N\OC(=O)c1cccc2ccccc12)c1ccc(Br)cc1	1	-0.9	-1%	4%	-8%	-38%[inhibitor]	12%	3%	-1%
CCCCn1nc2cc(C(=O)NCc3ccccc3)ccc2c1OCC	-1	0.6	-5%	-4%	-3%	-2%	-15%	8%	1%
Cc1nnc(NC(=O)CSc2nc(C3CCCCC3)nc3ccccc23)s1	/	-1.9	0%	-2%	6%	-4%[57.5 µM]	2%	-2%	-2%
C=CCSc1nccc(-c2nn(-c3ccc(C)cc3)ccc2=O)n1	6	-3.4	13%	-5%	-15%	-17%	-2%	?	-10%
COc1ccc(-c2c(NC(=O)C(C)C)n(C)c3ccccc3c2=O)cc1	/	-0.2	-18%	-2%	8%	i	4%	1%	-7%
O=C1c2ccccc2NC2CCCCCN12 (configuration not stated)	0	0.4	2%	5%	-29%	i	5%	-8%	-1%
COc1ccccc1N1CCN(C2CCCN(C(=O)CCN3CCCCO3)C2)CC1 (configuration not stated)	0	-2.2	-2%	1%	15%	i	-19%	2%	-2%
COc1ccc2c(=O)c(C(=O)NCc3ccccc3)c[nH]c2c1	0	-3.7	13%	-7%	-1%	i	15%	-9%	-4%
O=C(N=C1SC2CS(=O)(=O)CC2N1c1cccc(Cl)c1)C1CCCO1 (configuration not stated)	-2	-0.7	0%	12%	-10%	i	8%	-16%	-10%
Cc1c(C)c2ccc(O[C@@H]3O[C@H](CO)[C@H](O)[C@H](O)[C@H]3O)c(C)c2oc1=O	1	0.7	7%	9%	5%	i	9%	12%	-5%
Nc1ccn([C@@H]2O[C@H](CNC(=O)[C@@H](Cc3cccnc3)NC=O)[C@@H](O)[C@H]2O)c(=O)n1	-2	2.2	-1%	4%	19%	-12%	12%	2%	-16%
CC(C(=O)NCCc1nc2ccccc2[nH]1)n1cc([N+](=O)[O-])cn1 (configuration not stated)	1	-2.2	-1%	-5%	5%	i	7%	1%	-17%
COc1ccc(CN2CCC2(C)C(=O)NCCc2c[nH]c3ccccc23)c2ccccc12 (configuration not stated)	28	-0.3	24%	9%	-7%	-5%	-12%	2%	3%
CC(OC(=O)Cn1[nH]c(=O)c2ccccc2c1=O)C(=O)c1ccccc1 (configuration not stated)	2	-0.7	0%	5%	-9%	-60%	-11%	7%	-18%
Cc1cnc(C(=O)OCC(=O)c2c[nH]c3ccccc23)cn1	-6	-4.7	-30%	4%	4%	i	15%	0%	4%
COC(=O)CN1C(=O)S/C(=C/c2ccc(N3CCCCC3)o2)C1=O	/	26	3%	9%	12%	-59%[inhibitor]	3%	-7%	86%[activator]
CCOC(=O)N(C)c1c(CC)nc2c(OCc3ccc(Cl)cc3Cl)cccn12	-1	0.0	9%	15%	-13%	21%	?	31%	-11%
COc1cc(C(C(=O)NC2CCCCC2)N(Cc2ccco2)C(=O)c2cnccn2)cc(OC)c1OC (configuration not stated)	4	-1.5	1%	2%	0%	i	-9%	4%	-6%
O=C(CN1CCOCC1)N/N=C/c1ccccc1	-3	0.0	0%	-9%	12%	11%	-4%[7.66 µM]	-1%[7.66 µM]	-5%
CC(NC(=O)CSc1nnc(CC(=O)Nc2ccc(Cl)c(Cl)c2)n1C)c1ccccc1 (configuration not stated)	/	-1.7	-3%	2%	-9%	-16%[57.5 µM]	0%	-17%	-7%
COCCNC(=O)c1ccccc1-c1nc(-c2ccccc2OC)no1	/	-2.1	2%	1%	4%	?	4%	-21%	-8%
COc1cc(CNCCCO)ccc1OCC(=O)NC(C)(C)C	1	-1.7	0%	4%	-7%	i	-18%	5%	2%
Cn1c(SCC(=O)N2CCCCCC2)nc2c([nH]c3ccccc32)c1=O	10	1.7	20%	-24%	-16%	-6%	4%	9%	-3%

Reformatted: two of the compounds above.
| canonical_smiles | PI5P4Ka inh | IL2 activator | GLP-1R agonist | EPAC1 agonist | EPAC1 antagonist | PTHR1 agonist | GLP1R inv ag | HEK293 tox | PLK1 PBD block |
| --- | --- | --- | --- | --- | --- | --- | --- | --- | --- |
| CC(NC(=O)CSc1nnc(CC(=O)Nc2ccc(Cl)c(Cl)c2)n1C)c1ccccc1 (configuration not stated) | / | -1.7 | -3% | 2% | -9% | -16%[57.5 µM] | 0% | -17% | -7% |
| COCCNC(=O)c1ccccc1-c1nc(-c2ccccc2OC)no1 | / | -2.1 | 2% | 1% | 4% | ? | 4% | -21% | -8% |

Later entries:
SMILES	PI5P4Ka inh	IL2 activator	GLP-1R agonist	EPAC1 agonist	EPAC1 antagonist	PTHR1 agonist	GLP1R inv ag	HEK293 tox	PLK1 PBD block
COc1ccc(C(C(=O)NC2CCCC2)N(CCO)C(=O)Cn2nnc(-c3ccc(C)o3)n2)cc1 (configuration not stated)	0	0.4	9%	-1%	-2%	i	1%	-7%	-9%
Cc1c(C#N)c2ccccc2n1CC(=O)O	-2	1.0	-12%	0%	2%	28%[57.5 µM]	16%	36%	-21%
CSc1n[nH]c(NC(=O)c2c(-c3c(Cl)cccc3Cl)noc2C)n1	-5	-0.5	-1%	6%	-8%	-25%	6%	4%	-5%
CCCC(=O)Nc1cc(S(=O)(=O)N2CCOCC2)ccc1N1CCCCC1	-2	0.3	-1%	-1%	-4%	i	11%	13%	24µM*
CC(Cc1ccccc1)N1CCCC1=O (configuration not stated)	-26	-5.1	9%	-8%	9%	i	19%	0%	0%
COc1cccc(NC(=O)CN(C)C(=O)c2ccc3c(c2)C(=O)N(CCC(C)C)C3=O)c1	2	-0.5	4%	9%	-4%	-35%[inhibitor]	-16%	-16%	-5%
O=C(CN1C(=O)NC2(CCCCC2)C1=O)N1CCN(S(=O)(=O)c2cccc([N+](=O)[O-])c2)CC1	3	-3.5	3%	-3%	-1%	i	4%	-1%	6%
CCCCN(C(=O)c1ccc([N+](=O)[O-])o1)c1c(N)n(CC(C)C)c(=O)[nH]c1=O	-16	-0.4	-13%	15%	-2%	i	18%	-12%	?
O=C(NCC(=O)N1CCN(S(=O)(=O)c2ccccc2)CC1)c1ccc2ccccc2c1	-1	2.0	8%	13%	-7%	i	-12%	?	-10%
C[C@H](NC(=O)c1ncn2c1c(=O)[nH]c1ccc(Br)cc12)c1ccccc1	-5	-0.7	-6%	5%	-24%	-19%	8%	0%	-19%
CCN(CC)C(=O)C1=C(C)N(Cc2ccc(OC)cc2)C(=O)C(CC(=O)NC(c2ccccc2)c2ccccc2)C1 (configuration not stated)	16	-3.3	-5%	4%	-1%	i	?	-8%	-1%
CCC1CCCCN1CCCNC(=O)C1CCN(S(=O)(=O)N2CCCCC2)CC1 (configuration not stated)	/	-2.4	-1%	0%	10%	-8%[57.5 µM]	-25%	8%	2%
COc1ccc(-c2nc(CC(=O)O)cs2)cc1	-4	-1.5	-22%	-8%	3%	i	27%	0%	-20%
